Screening data (PubChem BioAssay)
Rv3671c inh: Rv3671c (M. tuberculosis) protease inhibition; inhibition, % at 5.96 µM; hit rate 0.048% among 320,000; AID 2606; in the data active means inhibition above about 38%;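 further: extracellular domain of Rv3671c used as enzyme; 0% = enzyme with DMSO and 100% = no enzyme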
Target sequence (P9WHR9 whole entry, looked up, the tested form may be a part): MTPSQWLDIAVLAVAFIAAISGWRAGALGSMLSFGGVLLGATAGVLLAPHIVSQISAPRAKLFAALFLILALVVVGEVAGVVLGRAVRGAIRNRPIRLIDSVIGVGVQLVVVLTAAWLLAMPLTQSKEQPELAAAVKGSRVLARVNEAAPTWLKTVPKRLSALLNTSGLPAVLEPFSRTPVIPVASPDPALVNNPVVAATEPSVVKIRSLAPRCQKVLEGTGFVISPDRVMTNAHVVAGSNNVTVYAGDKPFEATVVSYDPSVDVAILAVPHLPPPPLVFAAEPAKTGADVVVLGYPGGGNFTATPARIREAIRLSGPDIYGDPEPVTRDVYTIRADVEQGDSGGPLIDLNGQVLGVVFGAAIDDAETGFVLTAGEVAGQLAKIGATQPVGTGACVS
VHR inh abs: blocks human VHR1 dual specificity phosphatase | P51452 | recombinant VHR phosphatase, pNPP absorbance | inhibition, % at 13.3 µM | hit rate 0.52% among 290,000 | AID 1654; in the data active means inhibition above about 50%; further: some compounds called inactive have numbers as strong as hits
Target sequence (P51452 whole entry, looked up): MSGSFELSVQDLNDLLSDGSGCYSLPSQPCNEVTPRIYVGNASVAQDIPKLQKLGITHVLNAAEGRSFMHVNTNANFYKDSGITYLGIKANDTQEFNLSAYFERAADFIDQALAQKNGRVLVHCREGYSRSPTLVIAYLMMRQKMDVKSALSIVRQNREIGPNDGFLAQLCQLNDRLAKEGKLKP
Mtb BioA inh: BioA (M. tuberculosis) enzyme inhibition; purified M. tuberculosis BioA enzyme, plate reader; inhibition, % at 9.99 µM; hit rate 0.096% among 360,000; AID 602481; in the data active means inhibition above about 40%; inconclusive means no clear call, values can overlap the other calls
PriA SSB inh: inhibitors of Klebsiella pneumoniae PriA binding to SSB C-terminal tail; AlphaScreen SSBct-PriA binding, biotinylated peptide; inhibition, % at 33 µM; hit rate 0.6% among 430,000; AID 1272365; in the data active means inhibition mostly above about 37%, no sharp cut-off; inactive means mostly below about 20%;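 further: plate controls were negative control peptide for no effect and reference peptide for full effect; strong numbers were not always called active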
Vc quorum ag: inducers of Vibrio cholerae quorum light production without autoinducers; V. cholerae BH1578 lux reporter, luminescence, 6 h; activation, % at 18.7 µM; hit rate 0.16% among 350,000; AID 588436; in the data active means activation mostly above about 9.7%, no sharp cut-off; inconclusive means no clear call, values can overlap the other calls; inactive means mostly below about 3.7%; further: not every result past the cut was called active; inactives centre near 0; reference of the scale not given here
MazEF act: increases E. coli MazEF RNase cleavage of RNA; P0AE70; FAM/BHQ RNA-DNA oligo cleavage fluorescence, 5 h; activation, % at 20 µM; hit rate 0.32% among 350,000; in the data active means activation above about 50%
UGM FP inh: Mtb UDP-galactopyranose mutase inhibition. P9WIQ1. purified UGM, fluorescence polarization probe displacement. inhibition, % at 10 µM. hit rate 0.06% among 320,000. AID 504406; in the data active means inhibition above about 10%, passing the limit was not always enough; inconclusive means no clear call, values can overlap the other calls
GDH-TPI inh: GDH-TPI coupled enzyme inhibition counter-screen. GDH-TPI coupled enzyme counterscreen, NADH absorbance. inhibition, % at 4.8 µM. hit rate 1.2% among 360,000. AID 588335; in the data active means inhibition above about 30%;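 further: 0% = DMSO wells and 100% = wells lacking the enzyme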
3CLpro inhibitor: SARS-CoV 3CLpro protease inhibition. P0C6X7. recombinant SARS-CoV 3CLpro, quenched FRET peptide cleavage. inhibition, % at 6 µM. hit rate 0.14% among 290,000; in the data active means inhibition above about 12%
FBA Mtb inh: inhibits M. tuberculosis FBA enzyme; hit rate 2.3% among 360,000; purified M. tuberculosis FBA, fluorescence read-out; AID 588726; inhibition, % at 1 µM; P9WQA3; in the data active means inhibition above about 27%;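 further: 0% = vehicle and 100% = reference inhibitor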
Target sequence (P9WQA3 whole entry, looked up): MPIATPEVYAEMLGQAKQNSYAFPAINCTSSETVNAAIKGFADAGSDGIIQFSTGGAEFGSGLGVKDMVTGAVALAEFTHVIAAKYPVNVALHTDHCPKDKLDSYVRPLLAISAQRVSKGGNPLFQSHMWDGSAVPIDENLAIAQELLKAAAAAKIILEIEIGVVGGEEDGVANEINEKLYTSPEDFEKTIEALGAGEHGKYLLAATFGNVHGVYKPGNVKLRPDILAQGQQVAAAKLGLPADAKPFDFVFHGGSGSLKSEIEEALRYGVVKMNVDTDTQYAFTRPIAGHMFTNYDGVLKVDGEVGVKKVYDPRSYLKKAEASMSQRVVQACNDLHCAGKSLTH
* marks the source's active call; other numbers are inactive results; i = inactive; ? = inconclusive; / = no result given; & = joins results of further samples. The list is partial; rates above refer to the full screens.

Fields – Rv3671c inh, VHR inh abs, Mtb BioA inh, PriA SSB inh, Vc quorum ag, MazEF act, UGM FP inh, GDH-TPI inh, 3CLpro inhibitor, FBA Mtb inh
CC(C)C(NC(=O)OCc1ccccc1)C(=O)NC1CCCCC1 (configuration not stated)
  -10, 2, /, -7, -0.7, 15, 4.7, 7, 1, 3
CCOC(=O)c1c(C)c(C(=O)NCCN2CCOCC2)c(C)n1CC
  -4, 15, -1.0, -3, i, -2, 1.6, 4, 1, 2
Cc1cc(-c2ccccc2)nc(N/N=C/c2ccco2)n1
  4, 7, /, /, -2.5, -2, -1.9, 16, -4, -1
CC(C)(C)c1ccc(C(=O)N/C(=C/c2cccs2)C(=O)NCc2ccco2)cc1
  -3, -2, /, 11, i, -2, -0.9, 15, 9, 4
C=CCN1C=CC(=CC=C(C#N)C#N)C=C1
  -1, 17, -8.4, 5, i, -265, -7.5, 5, -4, -40
O=C(Cc1cccc(C(F)(F)F)c1)N1CCCC1
  -10, 47, /, -3, -0.3, -14, 0.0, 4, -7, 1
CCOc1ccc(S(=O)(=O)N2CCCC(C(=O)NCc3ccco3)C2)cc1 (configuration not stated)
  0, -2, -2.2, -2, -0.8, -4, -0.6, 2, -2, 1
O=C(CSC1=NCCS1)Nc1ccc(S(=O)(=O)N2CCCCCC2)cc1
  -9, 28, 0.8, -16, i, -6, -2.2, 5, 2, 2
O=C(CCc1nnc(C2CCCCC2)o1)NCc1ccc(F)c(F)c1
  4, 14, /, 1, -1.6, -1, 2.6, 0, -4, -2
COc1ccccc1CNC(=O)CNCC1CCCO1 (configuration not stated)
  5, 7, -4.9, -13, i, 7, 1.7, -2, -2, 1
COc1ccc(NC(=O)CN2CCN(S(=O)(=O)c3ccc(Cl)cc3)CC2)cc1
  -6, -15, -1.2, -4, -0.2, 3, -0.2, -3, -2, 0
N#CCCN(Cc1cccnc1)C(=O)c1sc2cc(F)ccc2c1Cl
  -3, 0, 2.8, 0, -0.4, -3, 1.7, 0, 1, -2
COc1ccc(OC)c(-c2cc(C(=O)N3CCN(c4ncccn4)CC3)c3ccccc3n2)c1
  0, 32, -2.3, 3, -17, -3, 0.4, 7, -8, 6
CC(=O)Nc1ccc(OCC(=O)NC(C)C(C)C)cc1 (configuration not stated)
  -12, 20, -0.4, -7, i, 6, -1.5, 4, 2, 1
CN(C(=O)c1ccc(NC(=O)Cc2cccc(NC(=O)C3CCCN(C(=O)CCc4ccccc4)C3)c2)cc1)C1CCCC1 (configuration not stated)
  -9, /, -2.0, 5, 0.4, -5, -1.1, 10, /, 6
O=C(O)C1CCN(S(=O)(=O)c2cccs2)CC1
  -14, 1, -2.1, -10, i, 5, 3.4, -2, -2, 32*
O=C(c1ccc(Br)s1)N1CCN(S(=O)(=O)c2ccccc2)CC1
  -7, 32, 1.4, -1, /, 12, -1.7, 0, -2, -1
COc1ccc(CN(C(C)=O)c2ccccc2C(=O)O)cc1
  6, -3, -7.7, -10, -0.3, -1, 1.9, 5, 4, -1
CCc1ccc(N2CCN(C(=O)c3ccc4c(c3)OCO4)CC2)cc1
  5, 28, 1.5, 5&-4, -2.3, 3, 0.7, -3, 1, 3
COc1cc(C)c(CN2CCN(C(=O)CCC(=O)c3ccc(C)s3)CC2)cc1OC
  /, /, 0.1, /, i, 5, /, 6, /, -2
COc1cccc(NC(=O)C2CCC2)c1
  -3, /, 0.9, 6, -0.1, -7, -1.0, -2, /, -3
CC(C)CC(c1nnnn1C(C)C)N1CCN(c2ccccc2)CC1 (configuration not stated)
  -1, 44, -0.4, 5, i, 2, -2.3, -2, -3, -2
Cc1nc2ccccn2c1C(=O)N/N=C/c1cc(C)n(-c2ccc(Br)cc2)c1C
  0, 13, 0.1, /, i, 8, -1.1, 37*, 0, 0
CCC(=O)Nc1ccccc1N1CCN(S(C)(=O)=O)CC1
  3, 6, -0.2, -20, /, 0, 0.4, 4, -4, 2
COc1ccc(Cc2nc3ccc(C(=O)NC4CCOC4)cc3o2)cc1 (configuration not stated)
  7, -4, -0.1, 1, -2.0, 10, 0.8, -2, 2, 2
COc1ccc([N+](=O)[O-])c(OC)c1C(=O)NC(=O)Nc1nc(C)cc(C)n1
  10, -5, /, -8, -0.5, -7, 0.3, 13, 7, -1
O=C(C1CCN(S(=O)(=O)N2CCOCC2)CC1)N1CCN(Cc2ccccc2)CC1
  -14, 37, 0.1, -37, -0.7, 4, 2.3, -3, 1, 2
CC(C)c1ccc(CC(=O)N2CCC2(C)C(=O)Nc2cccc(C#N)c2)cc1 (configuration not stated)
  /, /, -0.1, /, -0.8, /, /, -5, /, 1
CCO[C@@H]1OC(C(=O)NC2CC2)=C[C@H](c2ccccc2)[C@H]1CCCO
  -1, 10, 1.1&2.4, -8, 0.1, -13, -1.4, 6, -1, 1
C=CCc1c(C)nc(SCc2nc3ccccc3c(=O)[nH]2)[nH]c1=O
  3, -11, -0.6, -7, 1.3, 2, 5.4, 4, 1, 3
O=C(O)c1ccc(Cl)c(S(=O)(=O)N(Cc2ccccc2)c2ccccc2)c1
  -1, 15, 1.5, -2, -3.1, -2, 7.6, -3, 6, -1
N#Cc1ccc(C(=O)N2CCC3CC2c2cc(N4CCCCC4)ccc23)cc1 (configuration not stated)
  /, /, -1.5, /, -0.6, 3, /, 2, /, 0
COc1ccc(NC(=O)c2cccc(NC(=O)c3ccco3)c2)c(OC)c1
  -5, 12, -1.2, 6, -4.0, 7, 0.0, 9, -8, -2
Cc1nc(N)ncc1-c1ccc2c(c1)OCO2
  -10, -14, -1.8, 9, -0.6, -3, 2.1, 6, -5, 2
Cc1sc2ncn(CC(=O)NCCCC(=O)N3CCN(c4ccccn4)CC3)c(=O)c2c1C
  -6, 13, 2.0, -9, -0.5, 0, ?, -4, 2, -2
CCOC(=O)c1nnsc1NC(C)=O
  -14, -1, 1.1, -15, 3.1, 1, 2.4, 3, 0, 6
COc1ccc(NC(=O)c2sc3nc(C)nc(N4CCOCC4)c3c2C)c(OC)c1
  -5, -3, -1.8, -1, -0.4, 9, 2.9, 15, 0, 2
CCC(C)(C)NC(=O)C(c1ccc(OC)cc1)N(C(=O)CCC(=O)Nc1cc(C)on1)C1CC1 (configuration not stated)
  11, -3, 0.6, -1, -0.9, 3, -4.2, -4, 2, 0
CC(C)(C)OC(=O)N[C@@H](COCc1ccccc1)C(=O)N[C@@H](CO)[C@H](O)[C@@H]1C[C@@H]1C(=O)NC1CC1
  -7, 17, -1.9, 3, -2.2, 4, 4.3, 10, 5, 4
CCOC(=O)CC(=O)CSc1ncnc2c1oc1ccccc12
  -1, 16, -2.1, -5, /, -4, 3.3, 9, 1, 1
CCOc1ccc(C(=O)Nc2cccc(-c3nc4ccccc4[nH]3)c2C)cc1[N+](=O)[O-]
  -17, 5, -3.5, 4, -1.8, 6, 0.1, 2, -3, 1
CN(C)CCNc1ncnc2c1sc1nc(N3CCCC3)c3c(c12)CC(C)(C)OC3
  6, 25, 1.1, 19, -0.7, 7, 6.4, 18, -11, 2
O=C(COC(=O)CCc1ccccc1)Nc1ncc(Cl)cc1Cl
  -3, 31, 1.6, -3, -0.3, 1, -4.3, 11, 1, 0
Cc1onc(-c2c(F)cccc2Cl)c1C(=O)NCCCN1CCOCC1
  6, 7, -1.3, -2, i, -5, -1.7, -4, 1, -4
CCOc1ccc(C(=O)NCC(=O)OCCN2C(=O)c3ccccc3C2=O)cc1OCC
  -4, /, -0.1, -8, -1.4, -2, 3.0, -4, /, -1

Record cards, from the list above:
CC(C)CC(c1nnnn1C(C)C)N1CCN(c2ccccc2)CC1 (configuration not stated) reads Rv3671c inh: -1; VHR inh abs: 44; Mtb BioA inh: -0.4; PriA SSB inh: 5; Vc quorum ag: i; MazEF act: 2; UGM FP inh: -2.3; GDH-TPI inh: -2; 3CLpro inhibitor: -3; FBA Mtb inh: -2
CC(=O)Nc1ccc(OCC(=O)NC(C)C(C)C)cc1 (configuration not stated) reads Rv3671c inh: -12; VHR inh abs: 20; Mtb BioA inh: -0.4; PriA SSB inh: -7; Vc quorum ag: i; MazEF act: 6; UGM FP inh: -1.5; GDH-TPI inh: 4; 3CLpro inhibitor: 2; FBA Mtb inh: 1

The listing continues:
Fields – Rv3671c inh, VHR inh abs, Mtb BioA inh, PriA SSB inh, Vc quorum ag, MazEF act, UGM FP inh, GDH-TPI inh, 3CLpro inhibitor, FBA Mtb inh
Nc1c2c(nc3ccccc13)CCC2
  2, 9, -0.6, -25, /, 2, -0.5, -6, 0, 0
CCCCN(C)C(=O)C(Cc1ccccc1)NS(=O)(=O)c1ccc2c(c1)c(=O)n(C)c(=O)n2C (configuration not stated)
  0, 12, -1.2, -5, -0.3, -4, 1.6, 0, -2, -1
COCCN(C(=O)COC(=O)c1ccc2c(c1)OCCO2)c1c(N)n(Cc2ccccc2)c(=O)[nH]c1=O
  6, /, /, -14, i, 5, -0.4, 2, /, -1
CCc1c(C)sc(NC(=O)Cc2ccccc2C)c1C(=O)N1CCOCC1
  8, -9, -0.7, -13, 0.0, 6, -3.0, 0, -4, -4
CCn1cc(C(=O)N2CCCC2)c(=O)c2cc(S(=O)(=O)N3CCOCC3)ccc21
  1, -12, 0.0, -12, 0.4, -1, -3.5, 8, 1, 2
COc1cccc(N(C(=O)Cn2nnc(-c3ccc(Cl)cc3)n2)C(C(=O)NCC2CCCO2)c2ccc(C)cc2)c1 (configuration not stated)
  8, 7, -3.3, -1, -0.3, -4, 0.0, 2, -5, 6
COc1cc2c(=O)n(Cc3ccccc3)c(=O)n(CC(=O)NCc3ccco3)c2cc1OC
  /, 1, -0.9, -12, i, -2, /, 12, 2, 9
CC1(C2CCCC2)NC(=O)NC1=O (configuration not stated)
  /, /, -1.8, -10, i, -3, /, 4, /, 3
CCc1nc2ccc(C(=O)NCc3ccc(OC)cc3)cn2c1N(C)CCC(C)C
  /, /, -0.5, /, -3.3, /, /, 8, /, 2
CC(=O)Nc1cccc(-c2ccnc3c2CC(C)(C(=O)NC(C)C)O3)c1 (configuration not stated)
  /, /, 0.3, /, -0.3, /, /, 6, /, 4
CC(Nc1ccccc1CO)C(=O)Nc1cccc(Cl)c1Cl (configuration not stated)
  4, 18, -2.4, 6, -0.3, 5, -0.6, -1, 0, 1
COc1ccc(S(=O)(=O)Nc2c(O)ccc3ccccc23)cc1OC
  -14, /, -1.4, 5, 0.6, -4, 0.5, 4, /, 3
O=C(CC(c1ccccc1)c1ccccc1)Nc1ncn[nH]1
  5, 26, -0.6, 2, -0.2, 7, -0.4, 13, 0, 0
CC(=O)Nc1cccc(-c2nnc3n2CC(C)S3)c1 (configuration not stated)
  2, -12, -0.6, -4, -1.5, -4, 1.0, 2, -1, 0
CCCCCCCCS(=O)C1CS(=O)(=O)CC1O (configuration not stated)
  4, 34, /, -8, i, 1, -2.5, -15, -1, -3
OC(c1cccc(OCc2ccccc2)c1)c1nnc(-c2ccccc2)o1 (configuration not stated)
  -2, 3, 0.5, 4, /, -13, 0.1, 3, -1, -1
COc1ccc(C(=O)C2CCCN(C(=O)Cn3nc(C)cc3C)C2)cc1F (configuration not stated)
  3, 4, -1.8, 2, i, 2, -1.7, 0, 1, -1
